NALP3 yeast inh = NALP3 inflammasome inhibitors in reconstituted yeast, primary screen, luminescence, uHTS; Yeast reconstituted NLRP3/ASC/caspase-1, beta-gal luminescence, 24 h; inhibition, % at 10 µM; 330,000 tested, 0.39% active;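 active = inhibition of 50% or more; inactive = inhibition below 50%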;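 note: plate controls were induced DMSO wells for no effect and uninduced yeast grown without galactose for full effect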
XBP1 UPR activ = activators of adaptive XBP1 UPR arm, primary screen, cell-based, CHO-XBP1 luciferase reporter, luminescence, uHTS. 330,000 tested, 0.33% active. IRE1-XBP1 UPR activation; percent of tunicamycin response, DMSO as zero. activation, % at 20 µM;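 active = versus positive control, 20 µM dose yields 30% or more activation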;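 note: 100% = tunicamycin at 10 µg/mL and 0% = DMSO only wells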
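Assay system: IRE1-XBP1 luciferase reporter CHO line. Input: 1000 cells/well. Buffer or medium: F12 with 10% serum. Doses: 20 µM, 1% DMSO. Times: overnight seeding at 37 °C, 6 h compound treatment at 37 °C. Technique: Steady-Glo luciferase glow luminescence, 10 min after reagent addition.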
tim10-1 inh = growth inhibitors of tim10-1 mutant yeast, primary screen, luminescence, uHTS; 330,000 tested, 2.2% active; inhibition, % at 20 µM; S. cerevisiae tim10-1 ts strain growth, BacTiter-Glo, 24 h;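 active = inhibition of at least 40%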;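 note: mutant grown at 25 °C; 0% = DMSO wells with yeast and 100% = wells holding no yeast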
APJ ag = agonists of human apelin receptor APJ, primary screen, CHO-K1 cells, PathHunter beta-arrestin, luminescence; 0% DMSO wells, 100% apelin; P35414; 330,000 tested, 0.11% active; activation, % at 20 µM; AID 2520, 2010;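 active = activation more than six SD over the plate average, tested at 20 µM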;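 note: 0% = DMSO alone and 100% = apelin-13 at 10 nM; some results filed as inactive read as strong as hits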
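Material: CHO-K1 APJ beta-arrestin complementation cell line; Input: cell density 1000 per well; Incubation: compound stimulation 90 min at 25 °C, detection 60 min; Signal: luminescence from split beta-galactosidase complementation, Galacton Star/Emerald II substrate; Controls: DMSO-only wells as negative, 10 nM Apelin-13 as positive control.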
tim23-1 inh = growth inhibitors of tim23-1 mutant yeast, primary screen, luminescence, uHTS | S. cerevisiae tim23-1 growth, BacTiter-Glo luminescence, 24 h | inhibition, % at 20 µM | AID 463212, 2010 | 330,000 tested, 1.3% active;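 active = growth inhibition of the mutant yeast at or above 50%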;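 note: temperature-sensitive mutant grown at 25 °C; plate controls were DMSO-treated mutant yeast for no effect and medium wells lacking yeast for full effect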
CHOP UPR activ = activators of apoptotic CHOP UPR arm, primary screen, cell-based, CHO-CHOP luciferase reporter, luminescence, uHTS | UPR activation; percent of tunicamycin response over DMSO baseline | activation, % at 10 µM | 330,000 tested, 0.34% active | AID 449763, 2010;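 active = at 10 µM dose, activation of 40% or more, normalized to positive control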;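 note: 100% = tunicamycin at 10 µg/mL and 0% = DMSO alone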
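Test system: CHO-CHOP cells, stable luciferase reporter of PERK-eIF2a-CHOP signalling | Quantity: 500 CHO-CHOP cells per well | Buffer or medium: F12 plus 10% serum | Compound dosing: 10 µM single point, 0.5% DMSO | Schedule: 6 h compound treatment, 37 °C | Signal: Luciferase luminescence | Control set: Tunicamycin high control, DMSO low control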
Mdm2 MdmX PPI = inhibitors of human Mdm2-MdmX association, primary screen, cell-based, luminescence, split luciferase, SaOS-2, uHTS. Protein Mdm4 (Homo sapiens) + E3 ubiquitin-protein ligase Mdm2 (Homo sapiens), …. SaOS-2 split-luciferase Mdm2/MdmX complementation. inhibition, % at 8 µM. 330,000 tested, 3% active;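 active = inhibition of at least 50% at 8 µM in the primary screen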
Target sequence (O15151 whole entry, looked up): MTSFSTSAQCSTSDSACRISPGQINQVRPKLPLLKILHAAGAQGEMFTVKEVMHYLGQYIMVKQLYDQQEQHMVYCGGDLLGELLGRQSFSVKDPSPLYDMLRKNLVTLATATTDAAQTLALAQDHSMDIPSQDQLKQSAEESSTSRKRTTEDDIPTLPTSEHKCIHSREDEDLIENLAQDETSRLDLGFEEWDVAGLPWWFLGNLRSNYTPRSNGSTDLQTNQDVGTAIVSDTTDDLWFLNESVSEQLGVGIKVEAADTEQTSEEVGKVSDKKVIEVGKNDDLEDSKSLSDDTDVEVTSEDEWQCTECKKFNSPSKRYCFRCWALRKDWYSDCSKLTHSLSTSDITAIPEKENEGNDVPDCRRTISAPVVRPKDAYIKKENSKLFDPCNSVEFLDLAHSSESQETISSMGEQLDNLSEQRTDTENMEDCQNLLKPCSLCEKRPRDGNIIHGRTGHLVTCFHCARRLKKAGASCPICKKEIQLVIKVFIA
Target sequence (Q00987 whole entry, looked up): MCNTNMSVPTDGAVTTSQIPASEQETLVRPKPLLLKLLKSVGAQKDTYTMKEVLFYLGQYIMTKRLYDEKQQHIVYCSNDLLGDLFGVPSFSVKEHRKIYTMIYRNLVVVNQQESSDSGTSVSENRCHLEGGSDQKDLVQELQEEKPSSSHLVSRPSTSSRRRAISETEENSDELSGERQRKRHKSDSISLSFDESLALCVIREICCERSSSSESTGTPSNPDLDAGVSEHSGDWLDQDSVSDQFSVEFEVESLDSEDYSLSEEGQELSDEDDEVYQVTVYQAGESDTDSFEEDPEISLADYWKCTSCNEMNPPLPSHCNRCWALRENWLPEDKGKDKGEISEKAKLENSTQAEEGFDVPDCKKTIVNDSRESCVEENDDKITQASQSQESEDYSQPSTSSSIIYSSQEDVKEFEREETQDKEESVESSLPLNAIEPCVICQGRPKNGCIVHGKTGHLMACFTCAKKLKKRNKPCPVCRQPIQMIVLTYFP
GRIN3A LBD mod = binders of NR3A ligand-binding domain, primary screen, biophysical, differential scanning fluorimetry, uHTS; NR3A LBD differential scanning fluorimetry, Tm shift; 0% = protein alone, 100% = glycine-bound protein; Glutamate receptor ionotropic, NMDA 3A (GRIN3A) ligand-binding domain; 340,000 tested, 2.5% active; Tm shift relative to glycine control, % at 25 µM;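 active = melting temperature shift of at least 10% of the positive control shift, at one fixed dose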
TIM10 inh = growth inhibitors of isogenic TIM10 control yeast, primary screen, counter-screen for tim10-1 yeast inhibitor project, luminescence, uHTS; AID 463195, 2010; 330,000 tested, 1.4% active; inhibition, % at 10 µM; S. cerevisiae TIM10 strain growth, BacTiter-Glo luminescence, 24 h;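 active = inhibition of 40% or more at the single tested concentration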;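 note: wild-type TIM10 isogenic control strain grown at permissive 25 °C; 0% = DMSO yeast wells and 100% = minimal medium wells without yeast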
Active calls of the source: *.

Preview, 2 compounds:
Results follow in this order: NALP3 yeast inh	XBP1 UPR activ	tim10-1 inh	APJ ag	tim23-1 inh	CHOP UPR activ	Mdm2 MdmX PPI	GRIN3A LBD mod	TIM10 inh
#1 CCN(CC)S(=O)(=O)c1ccc(S(=O)(=O)N(CC(=O)Nc2ccccc2)CC2CCCO2)cc1 (stereo unspecified)
    23	-1	23	-1	11	2.8	-8	-3	14
#2 COCc1nc2ccccc2n1Cc1cccc(C)c1
    -31	0	32	-2	-6	-0.2	20	0	-9

The whole of this part, previewed entries included:
Results follow in this order: NALP3 yeast inh	XBP1 UPR activ	tim10-1 inh	APJ ag	tim23-1 inh	CHOP UPR activ	Mdm2 MdmX PPI	GRIN3A LBD mod	TIM10 inh
#1 CCN(CC)S(=O)(=O)c1ccc(S(=O)(=O)N(CC(=O)Nc2ccccc2)CC2CCCO2)cc1 (stereo unspecified)
    23	-1	23	-1	11	2.8	-8	-3	14
#2 COCc1nc2ccccc2n1Cc1cccc(C)c1
    -31	0	32	-2	-6	-0.2	20	0	-9
#3 CCOc1ccccc1NC(=O)CN(c1ccc(C)cc1)S(=O)(=O)c1c(C)n[nH]c1C
    6	0	24	-1	25	2.1	45	-21	25
#4 Cc1ccc2nc(-c3ccccc3C)oc(=O)c2c1
    31	0	31	-3	26	0.6	6	0	18
#5 CC(=O)Nc1cc2c(nc1C)nc(C)n2Cc1ccc(Br)cc1
    -5	1	8	0	4	-0.3	4	-2	3
#6 CN(c1ccccc1)S(=O)(=O)c1ccc(C(=O)NCc2ccccc2CN2CCCC2)cc1
    11	-2	9	-7	8	1.3	44	0	1
#7 COc1cccc(OC)c1NC(=O)C1CCCN1C(=O)Nc1ccccc1F (stereo unspecified)
    21	-2	2	2	-5	-0.8	12	-2	1
#8 COc1ccc(-c2nc3cnccn3c2Nc2ccc(C)cc2)cc1
    26	4	27	-9	32	5.3	30	-3	18
#9 COc1ccc(S(=O)(=O)N2CCN(C(=O)c3c(-c4ccccc4)noc3C)CC2)cc1
    7	-6	20	-7	46	-2.1	8	-2	11
#10 CCCN(CC(=O)Nc1ccccc1OC)C(=O)Cc1ccccc1F
    10	-2	-12	-2	17	1.8	-2	2	19
#11 COc1ccc(N2CCN(C(=S)Nc3ccc(S(N)(=O)=O)cc3)CC2)cc1
    13	0	-8	-2	1	2.0	-9	2	8
#12 COc1ccccc1Nc1nc(N)nc(CN2CCC(C)CC2)n1
    -9	0	12	-3	12	0.0	-2	1	-19
#13 Cc1c([N+](=O)[O-])c(C(=O)N2CCCC2)nn1C
    -11	-1	4	0	6	1.6	8	2	8
#14 Cc1cc(CSCc2ccc(Cl)cc2)no1
    13	-2	10	-3	2	0.1	10	0	1
#15 COc1ccc(C(=O)N2CCN(Cc3cn[nH]c3-c3ccc(OC)cc3F)CC2)cc1
    13	3	7	0	10	-2.0	-2	48*	-12
#16 O=C(CCCc1ccccc1)Nc1ccnn1C1CCN(Cc2ccccc2)CC1
    18	0	3	1	4	-3.1	15	-3	-2
#17 CN(c1ccccc1)S(=O)(=O)c1ccc(C(=O)NNC(=O)c2ccccc2F)cc1
    -4	-3	8	2	18	0.9	-14	-2	-6
#18 O=C(NC(=S)NC1CCSC1=O)c1ccccc1F (stereo unspecified)
    -6	1	-12	-1	-12	0.6	-27	-2	-2
#19 Cc1ccc(C)c(N(C(=O)Cn2nnc3ccccc32)C(C(=O)NCc2ccco2)c2ccncc2)c1 (stereo unspecified)
    10	-1	1	-3	-16	-0.2	12	-4	-1
#20 Cc1ccc(Cn2cnc3c(nnn3Cc3ccc(Cl)cc3)c2=O)cc1
    7	-1	0	0	9	-0.9	0	-2	-2

Screen by screen, as entered above.
Nos. 15–18 in APJ ag, in turn: 0, 1, 2, -1
Nos. 15–18 in tim23-1 inh, in turn: 10, 4, 18, -12
Nos. 15–18 in TIM10 inh, in turn: -12, -2, -6, -2

Remaining list, next part
Results follow in this order: NALP3 yeast inh	XBP1 UPR activ	tim10-1 inh	APJ ag	tim23-1 inh	CHOP UPR activ	Mdm2 MdmX PPI	GRIN3A LBD mod	TIM10 inh
#21 CCC(=O)Nc1cc(C(C)C)c(O)cc1C
    -2	-2	8	4	5	0.0	11	0	-16
#22 CN(Cc1ccccc1)C(=O)C1CCCN1S(=O)(=O)c1ccc(Cl)cc1 (stereo unspecified)
    17	-3	4	-4	23	-1.8	-18	-1	-1
#23 COc1ccccc1/C=C/C1(C(=O)NC2CCCC2)CC(=O)N1c1ccc(F)cc1 (stereo unspecified)
    3	13	38	1	35	-1.4	70*	-4	41*
#24 Cc1ccccc1-c1cc(C(=O)NCC2CC2)nn1CC1CC(c2cccc([N+](=O)[O-])c2)=NO1 (stereo unspecified)
    14	-4	30	0	30	4.8	6	-3	18
#25 O=C(CSc1nc2scc(-c3ccco3)c2c(=O)n1-c1ccccc1)N1CCOCC1
    5	3	22	-5	20	-0.6	10	0	21
#26 COn1c(=S)[nH]c2ccccc2c1=O
    0	-1	7	0	2	0.7	-16	1	7
#27 N#C/C(=C\c1ccc(Cl)cc1)c1nc(-c2ccco2)cs1
    19	0	20	-2	-15	2.6	46	-5	6
#28 Cc1ccc2c(CSc3nnnn3C)cc(=O)oc2c1
    7	1	6	0	6	0.9	10	4	3
#29 O=C(NC1CCN(Cc2ccccc2Cl)CC1)c1ccccc1
    18	1	10	0	14	-0.5	3	2	-10
#30 Cc1noc(C)c1C(=O)Nc1cccc(S(=O)(=O)N2CCOCC2)c1
    7	-1	1	1	-7	0.0	-4	0	-1
#31 Cc1ccc(NC(=O)c2ccccc2F)nc1
    6	-2	8	-1	-1	0.6	-42	-2	-4
#32 Cc1ccc(C(=O)Nc2ccccc2)cc1S(=O)(=O)N1CCN(C)CC1
    0	-4	13	-4	13	1.6	20	2	8
#33 Cc1cc(C)nc(NC(=S)Nc2cccc(Cl)c2Cl)c1
    19	13	6	1	5	0.8	3	-2	10
#34 O=C(NCc1ccccc1Cl)NC(=O)c1ccccc1
    18	2	20	-1	3	3.0	-10	0	1
#35 COC(=O)CSc1ccc2nnc(-c3ccc(F)cc3)n2n1
    -5	-1	11	-3	8	-1.9	12	0	-5
#36 C=CCn1c(=O)c2ccccc2n2c(=S)[nH]nc12
    19	-1	-12	-2	-1	1.1	4	-1	-3
#37 Cc1ccc(Cn2ccc(NC(=O)c3noc4c3CCc3ccccc3-4)n2)cc1
    -11	0	10	-5	3	19	10	2	7
#38 CC(Oc1ccc(Cl)cc1Cl)c1ccnc(N)n1 (stereo unspecified)
    -38	2	26	-1	13	-0.2	18	-1	12
#39 CCCCCn1ccc(=N)cc1
    14	-3	-16	-1	-1	-3.9	12	11*	-4
#40 COc1cc(/C=C/c2nc(-c3ccccc3O)n[nH]2)cc(OC)c1OC
    -12	6	40*	-3	45	4.0	31	10	38
#41 Cc1cc(Cl)ccc1NNC(=O)c1snnc1C
    16	-2	6	3	-39	-1.9	19	3	12
#42 Cc1nc2ccc(C(C(F)(F)F)(C(F)(F)F)C(F)(F)F)cc2[nH]1
    95*	-2	30	10	59*	0.9	9	-2	35
#43 CCOC(=O)N1CCC(N2Cc3cccc(C(=O)NCC4CCN(CC(C)C)C4)c3C2=O)CC1 (stereo unspecified)
    21	-4	12	9	16	-0.3	-5	-2	-6
#44 COc1cc(NC(=O)c2cc3c(Cl)nc4ccccc4c3s2)cc(OC)c1OC
    2	2	8	5	4	0.2	5	-3	12
#45 CCN(CC)CC(O)CN1c2ccccc2Sc2ccccc21 (stereo unspecified)
    26	-5	-21	-2	-9	2.8	25	1	-36
#46 COc1ccc(NC(=O)CN2CCCCC2)cc1S(=O)(=O)N1CCCCC1
    19	-3	2	-4	3	0.5	5	3	-10
#47 CC(C)C[C@H](NC(=O)c1[nH]cnc1C(=O)N[C@@H](Cc1ccccc1)C(=O)OCc1ccccc1)C(=O)OCc1ccccc1
    2	0	8	-5	15	-0.3	25	-6	13
#48 CC(=O)c1ccc2noc(-c3ccccc3)c2c1
    19	-5	-5	0	4	-1.1	5	5	-5
#49 CCn1c(SCC(=O)Nc2nc(C)c(C)s2)nnc1-c1ccco1
    8	-3	-7	-5	10	-1.1	2	-1	-3
#50 CCOC(=O)c1[nH]c2ccccc2c1CCCN1C(=O)c2ccccc2C1=O
    12	-2	15	-6	9	1.6	24	-13	14
#51 CCCc1cc(=O)n2[nH]c(-c3ccc(Cl)cc3)cc2n1
    16	0	-15	-2	-2	3.3	-33	1	-7
#52 O=S(=O)(NCCC1=CCCCC1)c1cccc(Br)c1
    21	0	22	-1	43	2.4	16	-13	-2
#53 CN(C)Cc1c(C(=O)N/N=C/c2ccc(OCc3c(F)cccc3Cl)cc2)nnn1-c1nonc1N
    10	-1	2	-1	21	4.4	-7	-2	4
#54 CCOc1ccc(Br)cc1S(=O)(=O)Nc1ccc(S(=O)(=O)Nc2cc(C)on2)cc1
    14	0	-3	-1	3	0.7	17	-9	-9
#55 COC(=O)C(Cc1ccccc1)NS(=O)(=O)c1ccc(F)cc1Br (stereo unspecified)
    4	-3	10	-3	15	0.7	23	4	-1
#56 CCOC(=O)c1csc(N/N=C2\CCc3ccccc32)n1
    -14	3	30	-2	28	6.1	2	-9	19
#57 CN(CC(=O)NCc1ccc(Cl)cc1)S(=O)(=O)c1cccc2cccnc12
    15	0	17	-2	21	2.2	-26	0	14
#58 CCOCCOC(=O)COc1ccc2c(=O)c(Oc3ccc(OC)cc3)coc2c1
    12	-4	27	-1	21	1.7	12	2	6
#59 Cc1cccc(OCc2n(CC(=O)OC3CC(C)CCC3C(C)C)c3ccccc3[n+]2C)c1 (stereo unspecified)
    18	32*	25	-4	10	12	94*	-8	19
#60 CC(OC(=O)c1cccc(NS(C)(=O)=O)c1)C(=O)Nc1ccc(N2CCOCC2)cc1 (stereo unspecified)
    11	-1	14	4	10	0.0	13	2	3
#61 COc1ccc2cc(C#N)c(SCC(=O)N3CCCC3)nc2c1
    12	-1	30	3	33	2.3	-6	0	12
#62 O=C(Nc1ccc(Cl)cc1)N(Cc1nc2ccccc2c(=O)[nH]1)Cc1cccs1
    14	0	33	2	26	1.0	-29	7	8
#63 CC(=O)NC(CC(=O)NNC(=O)COc1c(C)cccc1C)c1ccccc1 (stereo unspecified)
    11	-3	-10	-3	1	-0.2	12	2	-11
#64 Cc1cccc(NC(=S)NCCc2c[nH]c3ccccc23)c1
    29	-2	28	-2	-43	0.7	-27	28*	12
#65 COc1ccc(C[C@H]2CN3C(=NC[C@@H]3Cc3ccc(O)cc3)N2CCNC(=O)c2ccc(C)c(Br)c2)cc1
    15	2	1	16	14	0.6	53*	-1	1
#66 O=C(c1cnn(-c2nc3ccccc3s2)c1)c1ccccc1O
    21	0	14	-3	4	5.7	-265	-12	7
#67 COC(=O)C1=C(C)N(c2ccc(C(=O)OC)cc2)C(=O)C1
    -1	-2	33	-3	9	-1.8	23	3	9

Screening results from PubChem.
